MCF10A rerep = induces DNA re-replication in MCF 10a normal breast cells | AID 624296 | 350,000 compounds, 2.9% hits | MCF 10A DNA re-replication, Hoechst nuclear intensity, 48 h | Potency, µM (titrated, usually from 46.1 µM), for the others: top-dose activity, positive = re-replication, actives largely listed as activators; also: % of control where 0% means no effect; nearly all actives have a fitted effect of over 50% in size
S2 tox = reduces viability in counter-screen for ATXN expression inhibitors. S2 cells (HEK-293 line with an ATXN2-luciferase reporter) viability, CellTiter-Fluor protease fluorescence, 24 h. Potency, µM (doses to about 56.7 µM), most hits filed as cytotoxic. 400,000 compounds, 0.49% hits; also: nearly all actives have a fitted effect of over 40% in size
* = called active by the depositor; i = inactive; ? = inconclusive; nt = no result given; & = joins results of further samples; [ ] = dose if it differs, or a comment. Calls follow the shape of the dose curve; as a rule, active = well fitted curve in the direction sought with a large enough effect; inconclusive = small, poorly fitted or top-dose-only effect, or another doubt; inactive = no such curve, though single readings can be large; an effect the other way counts as inactive or inconclusive. Potency is read from the fitted curve at half-maximal effect.

Second line of a record: MCF10A rerep	S2 tox
- C[C@@H]1C(=O)NC2=Nc3cccc(Cl)c3CN21
    4.1%	nt
- CCN[C@@H]1C[C@H](N)[C@H](O[C@H]2OC(CN)=CC[C@H]2N)[C@@H](O)[C@H]1O[C@H]1OC[C@@](C)(O)[C@@H](NC)[C@@H]1O
    -4.3%	nt
- CSCCC(N)C(=O)O (centres undefined)
    -5.7%	nt
- OCC1O[C@H](OC2C(CO)O[C@@](O)(CO)C2O)C(O)C(O)C1O (some centres undefined)
    -1.7%	nt
- CN(C)CC[C@@](O)(c1ccccc1)c1ccccc1Cl
    -1.4%	nt
- CO/N=C(\C(=O)N[C@@H]1C(=O)N2C(C(=O)[O-])=C(C[N+]3(C)CCCC3)CS[C@@H]12)c1csc(N)n1
    -7.8%	nt
- CN=C(N)NCCCC(N)C(=O)O (centres undefined)
    -0.1%	nt
- CC(=O)OCC(=O)[C@@]1(O)CCC2C3CCC4=CC(=O)CC[C@]4(C)C3=CC[C@@]21C (some centres undefined)
    -2.7%	nt
- Cc1ncc(C[n+]2csc(CCOP(=O)(O)O)c2C)c(N)n1
    -1.7%	nt
- O=C(OC[C@@H](O)CO)c1ccccc1Nc1ccnc2cc(Cl)ccc12
    1.5%[20.6 µM]	nt
- CCOC(=O)C1=CC(OC(CC)CC)C(NC(C)=O)C(N)C1 (centres undefined)
    -9.8%	nt
- COC(=O)[C@@]1(Cc2ccccc2)[C@H]2c3cc(C(=O)N4CCCC4)n(CCSCCO)c3C[C@H]2CN1C(=O)c1ccccc1
    19.7%	nt
- Cc1cccc(CN2CCN([C@@H](c3ccccc3)c3ccc(Cl)cc3)CC2)c1
    ?	nt
- CC(C)(C)[C@]1(O)CCN2CC3c4ccccc4CCc4cccc(c43)[C@@H]2C1 (some centres undefined)
    26.7%	nt
- C=C1C(=CC=C2CCC[C@@]3(C)[C@@H]2CC[C@H]3[C@H](C)CCCC(C)C)C[C@@H](O)C[C@@H]1O
    ?	nt

Sorted by length of the SMILES (smallest number first): three of the compounds above.
Second line of a record: MCF10A rerep	S2 tox
- CSCCC(N)C(=O)O (centres undefined)
    -5.7%	nt
- C[C@@H]1C(=O)NC2=Nc3cccc(Cl)c3CN21
    4.1%	nt
- CC(=O)OCC(=O)[C@@]1(O)CCC2C3CCC4=CC(=O)CC[C@]4(C)C3=CC[C@@]21C (some centres undefined)
    -2.7%	nt

(listing goes on)
Second line of a record: MCF10A rerep	S2 tox
- Cc1ccc(C)c(CSc2nc3ccncc3n2CC(=O)Nc2ccc(C)c(C)c2)c1
    21.1%	nt
- COc1cc2nc(N(C)CCCNC(=O)[C@@H]3CCCO3)nc(N)c2cc1OC
    3.9%[20.6 µM]	nt
- NCCN
    4.6%	nt
- CCOCCCNC(=O)Cc1ccc(F)cc1
    ?	nt
- Cn1c(N)c(C(=O)COC(=O)c2cc(-c3ccco3)nc3ccccc23)c(=O)n(Cc2ccccc2)c1=O
    10.5%	nt
- CCN1CCN(C(=O)NC(C(=O)NC2C(=O)N3C(C(=O)O)=C(CSc4nnnn4C)CSC23)c2ccc(O)cc2)C(=O)C1=O (centres undefined)
    0.4%	nt
- CO[C@@H]1C[C@H](O[C@H]2[C@@H](C)[C@H](O[C@@H]3O[C@@H](C)C[C@@H](N(C)C)[C@@H]3OC(C)=O)[C@H](C)C[C@]3(CO3)C(=O)[C@H](C)[C@H](OC(C)=O)[C@H](C)[C@H](C)OC(=O)[C@@H]2C)O[C@H](C)[C@@H]1OC(C)=O
    8.9%[20.6 µM]	nt
- Cc1ccc(NC(=O)CCNS(=O)(=O)c2cc(Br)cnc2N)c(Cl)c1
    -0.9%	nt
- CCOC(=O)CCc1c(C)c2ccc(OCc3cc([N+](=O)[O-])ccc3OC)c(C)c2oc1=O
    ?	nt
- CCCCCCN(C(=O)CCCCCN1C(=O)NC(c2ccc(-c3ccccc3)cc2)C(C(=O)OCc2ccccc2)=C1C)C(C)C(=O)NCCCC (centres undefined)
    9.2%	nt
- CCC(=O)NCCNc1ccc([N+](=O)[O-])cn1
    2.9%	nt
- CN(C)c1ccc(/C=c2/sc3n(c2=O)NC2(c4ccccc4)N(C)C(=O)N(C)C2(c2ccccc2)N=3)cc1 (centres undefined)
    ?	nt
- COC1C=CO[C@@]2(C)Oc3c(C)c(O)c4c(O)c(c(C=NN5CCN(C)CC5)c(O)c4c3C2=O)NC(=O)/C(C)=C\C=CC(C)C(O)[C@@H](C)C(O)C(C)[C@H](OC(C)=O)C1C (some centres undefined)
    11.2%	nt
- CC1(C)S[C@@H]2[C@H](NC(=O)[C@H](C(=O)O)c3ccsc3)C(=O)N2[C@H]1C(=O)O
    -0.2%&3.1%	nt
- CCc1cccc2c3c([nH]c12)[C@@](CC)(CC(=O)O)OCC3
    1.0%	nt
- CCCCCC#CCC#CCC#CCC#CCCCC(=O)O
    ?	nt
- CCC(CCC(C)C1CCC2C3CC=C4CC(O)CC[C@@]4(C)C3CC[C@@]12C)C(C)C (some centres undefined)
    8.2%	nt
- CCCCC[C@H](O)/C=C\[C@H]1[C@H](C/C=C\CCCC(=O)O)[C@@H](O)C[C@H]1O (tested in a mixture with another compound)
    5.1%[20.6 µM]	nt
- COc1cc([C@H]2c3cc4c(cc3[C@@H](O[C@H]3O[C@H]5CO[C@@H](C)O[C@H]5[C@@H](O)[C@@H]3O)[C@@H]3COC(=O)[C@H]23)OCO4)cc(OC)c1O
    ?	nt
- CC(C)CC(=O)N1CC(C)N(C(=O)CC(C)C)CC1C (centres undefined)
    14.9%	nt
- CC(=O)OCC(=O)[C@@]1(O)CCC2C3C[C@H](C)C4=CC(=O)C=CC4(C)C3C(O)CC21C (some centres undefined)
    -2.6%	nt
- O=[N+]([O-])c1ccc(C2Oc3ccccc3C3CC(c4ccccc4)=NN32)s1 (centres undefined)
    14.6µM*	nt
- CC(=O)OCC1=C(C(=O)O)N2C(=O)[C@@H](NC(=O)CSc3ccncc3)[C@@H]2SC1
    11.5%	nt
- Clc1ccc(Cn2ncc3c(NCc4ccccc4)ncnc32)c(Cl)c1
    ?	nt
- Cc1c2c(n3c(nc4ccccc43)c1C#N)N(c1ccccc1)CC2
    5.3%	nt
- COC(=O)[C@@]1(Cc2ccc(F)cc2)[C@H]2c3cc(C(=O)N4CCCC4)n(CCc4c[nH]c5ccc(OC)cc45)c3C[C@H]2CN1C(=O)c1ccccc1
    10.5%	nt
- O=C1/C(=C\c2cccs2)CCC/C1=C/c1cccs1
    3.9%	nt
- C=C(C)C1CC=C(C)CC1 (centres undefined)
    -0.5%	nt
- CO[C@H]1C[C@@H](O[C@@H]2[C@H](C)[C@H](O[C@@H]3O[C@@H](C)C[C@@H](N(C)C)[C@@H]3O)[C@H](C)C[C@]3(CO3)C(=O)[C@H](C)[C@H](O)[C@H](C)[C@H](C)OC(=O)[C@@H]2C)O[C@@H](C)[C@H]1O
    3.5%[20.6 µM]	nt
- CC(CC=O)CCCC(C)(C)O (centres undefined)
    0.2%	nt
- N#Cc1ccc2c(c1)N(CCCN1CCC(O)CC1)c1ccccc1S2
    1.0%	nt
- CC(=O)CC(c1ccccc1)C1C(=O)Oc2ccccc2C1=O (centres undefined)
    -0.2%	nt
- CC(C)CCCC(C)NC(C)C (centres undefined)
    -7.9%	nt
- CN(C)CCC=C1c2ccccc2C(C)(C)c2ccccc21
    29.9µM*	nt
- C[C@]12CC[C@@H]3c4ccc(O)cc4CC[C@H]3[C@@H]1CCC2OC(=O)CCC1CCCC1 (some centres undefined)
    23.7µM*	nt
- CC1(C)O[C@@H]2C[C@H]3[C@@H]4CCC5=CC(=O)C=C[C@]5(C)[C@H]4C(O)C[C@]3(C)[C@]2(C(=O)CO)O1 (some centres undefined)
    -5.4%	nt
- CNC1=CN(O)C(c2ccccc2)=c2cc(Cl)ccc2=N1
    15.5%&-7.7%	nt
- CCCCCCCCCCCCCCCC(=O)OCC(COP(=O)(O)OCC[N+](C)(C)C)OC(=O)CCCCCCCCCCCCCCC (centres undefined)
    4.5%	nt
- CC1CCC(C(C)C)C(OP(=O)(c2ccc(N(C)C)cc2)C(O)c2cccnc2)C1 (centres undefined)
    ?	nt
- COC(=O)C/C=C/[C@@H](C)[C@@H](/C=N/OC[C@H]1O[C@H](c2ccccc2)C=C[C@@H]1Oc1ccc(OC)cc1)NS(=O)(=O)c1ccc(C)cc1
    7.8%	nt
- CCCC[C@H]1C(=O)N(c2ccccc2)N(c2ccc(O)cc2)C1=O
    ?	nt
- CC(=O)O[C@H]1C[C@@]2(C)[C@H](C[C@@H](O)[C@H]3[C@@]4(C)CC[C@@H](O)[C@@H](C)[C@H]4CC[C@@]32C)C1=C(CCC=C(C)C)C(=O)O
    3.6%	nt
- CCNC(=O)[C@@H]1CCCN1C(=O)[C@H](CCCN=C(N)N)NC(=O)[C@H](CC(C)C)NC(=O)[C@@H](Cc1c[nH]c2ccccc12)NC(=O)[C@H](Cc1ccc(O)cc1)NC(=O)[C@H](CO)NC(=O)[C@H](Cc1c[nH]c2ccccc12)NC(=O)[C@H](Cc1cnc[nH]1)NC(=O)[C@@H]1CCC(=O)N1
    29.9µM*	nt
- NS(=O)(=O)c1cc2c(cc1Cl)N[C@H](Cc1ccccc1)NS2(=O)=O
    15.7%	nt
- CC(C)[C@@H](N)C(=O)O
    3.0%	nt
- COc1cc(=O)n2c(c1C(=O)N(C)Cc1cscn1)CCN(C(=O)c1ccc(C)c(C)c1)CC2
    nt	i
- Cc1nc2cc(NC(=O)[C@@H]3C[C@@H](Sc4ccccn4)CN3Cc3ccc4c(c3)OCCO4)ccc2s1
    nt	i
- COc1ccc2cc(CNCc3nonc3C)c(N3CCCC(CO)C3)nc2c1 (centres undefined)
    nt	i
- C[C@@]12C[C@@H](O)[C@H]3[C@@H](CCC4=CC(=O)CC[C@]43C)[C@H]1CC[C@H]2C(=O)CO
    nt	i
- COc1ccc(C[C@H](N)C(=O)N[C@@H]2[C@H](O)[C@H](n3cnc4c(N(C)C)ncnc43)O[C@@H]2CO)cc1
    nt	2µM*
- COc1cc(Cl)c(C)cc1N1C(=O)[C@@H]2C[C@H]1CN2Cc1ccccn1
    nt	i
- COc1cc(-c2c(OC)cccc2OC)cc2c1OCCN(C(=O)CCC(=O)c1ccc(F)cc1)C2
    nt	i
- COc1cc(CN2CCC3(CCC(CNC(=O)c4ccco4)O3)CC2)cc(OC)c1 (centres undefined)
    nt	i
- CCOC(=O)C1=C(C)NC(C)=C(C(=O)OC)[C@@H]1c1cccc([N+](=O)[O-])c1
    nt	?
- CSc1nnc(CNC(=O)c2cccc3ccccc23)n1-c1ccccc1C
    nt	i
- CC1(C)S[C@@H]2[C@H](NC(=O)C(C(=O)Oc3ccc4c(c3)CCC4)c3ccccc3)C(=O)N2[C@H]1C(=O)O (some centres undefined)
    nt	i
- Cc1ccc(C)c(CN2CCC3(CCC(CNC(=O)c4ccnn4C)O3)CC2)c1 (centres undefined)
    nt	i
- CCN1C(=O)CC(CC(=O)N2CCCCC2c2nccs2)(c2ccccc2C)C1=O (centres undefined)
    nt	i
- CCOc1ccc(CN2CCOc3ccc(C(O)c4cccnc4)cc3C2)cc1 (centres undefined)
    nt	i
- Cc1c(C(=O)NCC2Cc3cccc(-c4cncnc4)c3O2)c(-c2ccccc2)nn1-c1ccccc1 (centres undefined)
    nt	i

Later entries
Second line of a record: MCF10A rerep	S2 tox
- COc1ccccc1C1CN(Cc2cccc3c2OCO3)Cc2ccccc2O1 (centres undefined)
    nt	i
- CC(NC(=O)C1CCOCC1)c1nnc2n1CCN(Cc1ccc3ccccc3c1)CC2 (centres undefined)
    nt	i
- CCc1nc2cc(C(=O)N3CCC[C@H]3C(=O)OC)cc(NC(=O)c3ccccc3OC)c2n1C
    nt	?
- COc1cc(=O)n2c(c1C(=O)NCc1ccsc1)CCN(Cc1nc3ccccc3[nH]1)CC2
    nt	i
- O=C(/C=C\C=C/c1ccc2c(c1)OCO2)N1CCCCC1
    nt	i
- Cc1ccccc1CN1CCc2nnc(C(C)NC(=O)c3cc(F)ccc3F)n2CC1 (centres undefined)
    nt	i
- C[C@@H]1CN(Cc2ccc3c(c2)CN(Cc2cccn2-c2ccc(Cl)cn2)CCO3)C[C@H](C)O1
    nt	i
- COc1ccc(CN2CCc3nnc(CCc4ccccc4)n3CC2)c(OC)c1C
    nt	i
- CC(=O)Nc1cc(C(=O)N2CCc3c(Cl)cccc3C2)cc2ncn(CCc3ccccn3)c12
    nt	i
- CCCC(=O)Nc1ncnc2c1ncn2[C@@H]1O[C@H]2COP(=O)(O)O[C@@H]2[C@@H]1OC(=O)CCC
    nt	i
- COc1ccc(-c2nc3cc(C)ccc3cc2CN(C(=O)c2cccs2)C2CC2)cc1OC
    nt	?
- COc1ccccc1C1CN(CC(=O)N2CCC(N3CCOCC3)CC2)Cc2ccccc2O1 (centres undefined)
    nt	i
- CSc1nc(C(=O)N2CCc3c(cnc(C)c3CNC(=O)c3ccc4c(c3)OCO4)C2)cs1
    nt	?
- Cc1c(C(=O)N2CCC(Cc3ccccc3)CC2)sc2ncnc(NCc3ccccn3)c12
    nt	i
- Cc1cccc2cc(CN(CC3CCCO3)C(=O)c3ccccc3F)c(N(C)C)nc12 (centres undefined)
    nt	i
- Cc1c(C(=O)N2CCOc3ccccc3C2)sc2ncnc(NCCCN3CCOCC3)c12
    nt	i
- Cc1cccc(C(=O)N[C@H]2CC[C@@H](n3cc(C(=O)N4CCCC4)nn3)CC2)c1
    nt	i
- Cc1ncc2c(c1CNC(=O)c1ccc3c(c1)OCO3)CCN(C(=O)c1cc3ccccc3o1)C2
    nt	?
- CCC1CN(CCNC(=O)c2cscn2)Cc2cc(OC)ccc2O1 (centres undefined)
    nt	i
- COc1cc(=O)n2c(c1C(=O)NCc1ccco1)CCN(Cc1ccc3nsnc3c1)CC2
    nt	i

High-throughput results deposited in PubChem BioAssay by National Center for Advancing Translational Sciences (NCATS).

These rows are one share of the data, so the mix of outcomes need not match the whole.
